Bioassay records deposited in PubChem by several laboratories.
GASC-1 inh: human JMJD2C demethylase inhibition | inhibition, % at 2.35 µM | 0.069% of 330,000 active | Q9H3R0 | AID 2099 | GST-JMJD2C(1-420) H3K9me3 demethylation, DELFIA europium;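 active means more than half of a compound's replicate wells show inhibition beyond 50%, single wells judged on their own value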;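 further: signal counts dimethyl H3K9 product captured on neutravidin plate; 0% = median of DMSO wells and 100% = 0.3 times that DMSO median; strong numbers were not always called active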
Target sequence (Q9H3R0 1-420 limits assumed): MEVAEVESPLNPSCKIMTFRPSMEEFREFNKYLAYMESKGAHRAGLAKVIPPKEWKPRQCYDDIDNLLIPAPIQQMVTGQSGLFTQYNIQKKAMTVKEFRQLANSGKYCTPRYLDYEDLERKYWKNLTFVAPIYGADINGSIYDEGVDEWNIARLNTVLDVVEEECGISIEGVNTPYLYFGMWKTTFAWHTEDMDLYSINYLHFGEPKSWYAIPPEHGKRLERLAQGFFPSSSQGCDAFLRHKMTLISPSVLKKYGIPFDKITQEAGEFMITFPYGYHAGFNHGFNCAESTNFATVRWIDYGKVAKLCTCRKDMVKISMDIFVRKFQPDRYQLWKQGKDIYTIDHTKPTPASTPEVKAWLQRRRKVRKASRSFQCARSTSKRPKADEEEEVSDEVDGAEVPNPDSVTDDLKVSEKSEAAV
CTSL1 counter: blocks F. hepatica cathepsin L1 in PFM18AAP counter-screen | recombinant F. hepatica cathepsin L1, Z-Leu-Arg-MCA fluorescence | inhibition, % at 5.96 µM | 0.49% of 300,000 active | AID 1906;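 active means inhibition above the mean of all tested compounds plus 3 SD, set per screening campaign, cut at about 17% in these data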;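 further: 0% = plate median of test compound wells and 100% = 1 µM Z-Phe-Ala-diazomethylketone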
VLA-4 inh: inhibition in a human VLA-4 binding assay | P13612 | VLA-4 expressing cells, ligand binding flow cytometry | inhibition, % (about 7 µM as worked out from the volumes in the protocol) | 0.2% of 330,000 active; in the data active means inhibition above about 50%
procasp7 counter: activates human procaspase-7, counter-screen for procaspase-3 activators; AID 463210; 0.093% of 330,000 active; activation, % at 8.5 µM; P55210; recombinant procaspase-7, Ac-DEVD-pNA absorbance 405 nm; D23A/D198A/D206A triple mutant, cannot self-cleave; scale: DMSO 0, 5 µM enzyme 100;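 active means percent activation above the screen-wide mean plus 3 SD, cut at about 25% in these data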
Target sequence (P55210 whole entry D23A/D198A/D206A): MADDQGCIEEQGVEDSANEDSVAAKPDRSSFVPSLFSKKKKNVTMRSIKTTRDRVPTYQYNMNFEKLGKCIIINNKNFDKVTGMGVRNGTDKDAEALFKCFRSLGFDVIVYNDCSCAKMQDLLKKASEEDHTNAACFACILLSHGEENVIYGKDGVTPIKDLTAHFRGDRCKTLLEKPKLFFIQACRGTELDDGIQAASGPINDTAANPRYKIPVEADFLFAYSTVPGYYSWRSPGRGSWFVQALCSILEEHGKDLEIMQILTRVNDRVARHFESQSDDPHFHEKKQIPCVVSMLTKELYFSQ
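Assay system: Uncleavable procaspase-7 mutant enzyme / Input: 2 µM procaspase-7 mutant as dispensed / Dosing: single nominal 8.5 µM compound dose, 0.8% DMSO final / Timing: 1 h enzyme–compound preincubation and 2 h substrate reaction, both 25 °C / Detection: p-Nitroaniline absorbance at 405 nm, read at 0 and 120 min / Replication: singlicate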
HCV core dimer: blocks dimerization of HCV core protein; TR-FRET GST/Flag-core106 dimerization, 1536-well; inhibition, % at 5 µM; 0.33% of 300,000 active; AID 1899;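 active means inhibition above the mean of all tested compounds plus 3 SD, set per screening campaign, cut at about 45% in these data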
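System: GST/Flag-tagged HCV core106 proteins. Incubation: compound-protein-antibody incubation 4 h at 22.5 °C. Technique: HTRF with 340 nm excitation, 617/671 nm emission. Medium: KF-containing HEPES buffer, pH 7.45, DTT, CHAPS, BSA. Read-out: inhibition (%) from 671 over 617 nm ratio. Also added: Eu(K)-anti-GST 90 ng/mL plus XL665-anti-Flag 1 µg/mL.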
GRK2 aptamer HTS: blocks RNA aptamer binding to human GRK2. bead flow cytometry, FAM-aptamer displacement from GRK2. inhibition of aptamer binding, % at 10 µM. P25098. AID 488847. 0.59% of 330,000 active;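 active means inhibition of aptamer binding above 40%, roughly 3 SD of noise, on plates passing a quality check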;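 further: median bead fluorescence of bound FAM aptamer so fluorescent compounds give negative values; no value below 0 was filed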
proCasp3 act: activators of human procaspase-3 | 0.11% of 330,000 active | recombinant procaspase-3 D3A, Ac-DEVD-pNA absorbance 405 nm | AID 463141 | activation, % at 8.5 µM | P42574;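 active means activation above the mean of all tested compounds plus 3 SD, cut at about 21% in these data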;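 further: 0% = DMSO alone and 100% = DMSO wells spiked with extra 5 µM PC-3 D3A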
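System: Procaspase-3 D3A mutant. Medium: Zinc-free 300 mM NaCl, 50 mM HEPES, 0.01% Triton X-100. Schedule: 1 h preincubation plus 2 h reaction at 25 °C. Measured by: 405 nm absorbance of p-nitroaniline, reads at 0 and 120 min. Read-out: percent activation relative to control range.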
PP5 primary: blocks human protein phosphatase 5 activity; P53041; purified PP5c, OMFP substrate fluorescence; inhibition, % at 6.7 µM; 0.18% of 320,000 active; AID 1987;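 active means inhibition above the campaign's mean inhibition across all tested compounds plus 3 SD, cut at about 9.5% in these data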;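 further: 0% = DMSO only and 100% = 100 µM cantharidin control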
PP1 counter: blocks human PP1-alpha phosphatase, a PP5 counter-screen; inhibition, % at 6.7 µM; P62136; 0.9% of 320,000 active; AID 2235; purified PP1alpha, OMFP fluorescence;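 active means inhibition above the mean inhibition of all tested compounds plus 3 SD, computed separately for each screening campaign, cut at about 15% in these data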
Target sequence (P62136 whole entry, looked up): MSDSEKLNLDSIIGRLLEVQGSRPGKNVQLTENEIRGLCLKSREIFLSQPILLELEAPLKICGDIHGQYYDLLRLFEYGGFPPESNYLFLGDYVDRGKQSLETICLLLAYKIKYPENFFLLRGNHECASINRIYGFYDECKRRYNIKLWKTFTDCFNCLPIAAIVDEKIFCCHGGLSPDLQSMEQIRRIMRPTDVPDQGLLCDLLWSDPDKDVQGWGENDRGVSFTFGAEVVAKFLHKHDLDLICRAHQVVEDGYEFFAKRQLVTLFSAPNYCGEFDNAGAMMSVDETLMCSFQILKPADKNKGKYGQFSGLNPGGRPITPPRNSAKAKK
Numbers without * were called inactive; · = not tested or not shown.

SMILES	GASC-1 inh	CTSL1 counter	VLA-4 inh	procasp7 counter	HCV core dimer	GRK2 aptamer HTS	proCasp3 act	PP5 primary	PP1 counter
C=CCC[C@H](Cc1ccc(F)cc1)C(=O)OC[C@@H](C)NC(=O)[C@@H](CC=C)CC(=O)N[C@@H](CO)Cc1ccccc1	3	·	63*	-4	·	10	-8	·	·
COc1ccccc1-c1c(C)nn2c(N3CCOCC3)cc(C)nc12	7	2	-5	8	-3	0	-5	4.0	-3
Cc1ccc(S(=O)(=O)Nc2ccccc2F)cc1C(=O)N1CCCC1	-9	·	7	-2	·	0	9	0.5	-3
CCOC(=O)CSc1nc2c(c(=O)[nH]c(=O)n2C)n1CCCc1ccccc1	4	8	-28	8	2	1	-3	2.0	4
CCNC(=O)N(C)C[C@H]1N[C@@](C)(C(=O)OC)[C@H]2C(=O)N(C)C(=O)[C@@H]12	12	·	-10	2	·	2	12	·	·
OC1(C#CCN2CCCC2)CCCCC1	-4	-5	8	5	-6	0	-6	3.1	7
CC(C)NC(=O)c1onc(CSc2ccc(F)c(F)c2)c1C(=O)O	-8	3	·	-3	1	·	8	-1.1	-2
COc1ccc(Nc2ncnc3ccccc23)c(OC)c1	3	-5	4	6	-1	5	-1	-0.8	-3
Cc1cc(C(=O)O)c2ccccc2n1	3	-3	-15	-5	0	0	3	-0.9	-7
Cc1cc(C)nc(SCc2nnc(SCC(=O)N3CCOCC3)o2)n1	-5	2	8	6	-9	1	17	-0.3	-2
O=C(NCCN1CCN(c2ccccc2)CC1)c1ccccc1F	-18	-4	4	8	-3	0	1	0.9	-1
O=C(Nc1c(C(=O)N2CCOCC2)cnn1-c1ccccc1)c1ccccc1F	4	1	-3	13	-1	2	2	1.5	-2
O=C(c1ccc(F)cc1)C1CCN(C(=O)c2ccccc2)CC1	5	-8	0	6	8	2	-4	1.5	1
C=CCSc1nc2c(c(=N)n1CC=C)C1CCCC1S2 (configuration not stated)	-13	-2	-4	4	-5	0	0	3.9	-1
CCOc1[nH]n(-c2ccccc2)c(=O)c1C=NCC(=O)OC	1	1	4	-9	-4	0	7	-0.3	1
Cc1ccc(-c2nnn(CC(=O)N(CC3CCCO3)C(C(=O)NC3CCCC3)c3ccc(O)cc3)n2)o1 (configuration not stated)	-9	-3	2	0	4	0	-8	0.1	-1
O=C(OCC(=O)c1ccccc1Br)c1ccncc1	42	-9	3	4	1	6	8	0.7	-2
CCc1cc2c(cc3c(=O)n(CC(=O)N4CCN(c5ccccn5)CC4)nc(CC)n32)s1	18	3	-11	3	3	0	0	-0.1	-3
CCCCCCCNC(=O)C1(CC2CC(c3cccc(Br)c3)=NO2)CCN(C(=O)c2cc(OCC)c(OCC)c(OCC)c2)CC1 (configuration not stated)	25	30*	·	8	2	·	11	3.6	4
O=C(O)c1ccc2c(c1)CCC2	-6	-1	-2	6	2	0	5	1.0	-3
CCOCCCNC(=S)N1CCCN(c2nc3cc(C)ccc3cc2C#N)CC1	-4	6	1	-6	10	1	-4	0.5	-1
CC(/C=N\N1CCN(Cc2ccc(C)cc2)CC1)=C\c1ccccc1	1	-2	-9	-3	-3	0	8	1.6	2
CC(C)(C)c1ccc(C(=O)NCCN2CCCC2)cc1	-11	1	1	0	-14	0	-1	2.2	-5
Clc1cccc(Cc2ccc(Cl)nn2)c1	5	2	1	-4	2	1	-5	0.2	-2
Cc1ccc(CNC(=O)C2CCN(C(=O)Nc3ccccc3)CC2)cc1	3	0	-6	10	-1	0	3	3.3	1
Cc1noc(C)c1C(=O)Nc1cccc2ncccc12	2	-1	14	15	11	0	9	-0.4	-2
COc1ccccc1S(=O)Cc1ccc(C(=O)O)o1 (configuration not stated)	-6	0	-3	-18	-1	8	-11	3.7	-13
Cc1ccc(S(=O)(=O)Nc2cccc(Oc3cnccn3)c2)cc1	1	-3	5	4	-2	3	3	0.7	0
O=c1cc(N2CCN(c3ccccc3)CC2)[nH]c(=O)n1-c1ccccc1Cl	19	0	-6	1	-1	1	5	-3.6	0
Cc1cccc(NC(=O)NC(=O)c2ccccc2)n1	-1	-3	1	16	-4	0	8	-0.5	-2
Cc1cc(NC(=O)Cn2cnc3c(nnn3-c3ccc(C)c(Cl)c3)c2=O)no1	17	1	7	8	-1	1	5	-0.4	-6
O=C(O)c1ccc(-c2ccc(Cl)cc2Cl)o1	-12	1	18	4	6	0	1	-0.1	-1
COc1ccc(CC(=O)OCC(=O)N2CCCC(C)C2)cc1 (configuration not stated)	-5	-2	-1	4	-2	0	0	-0.6	4
COc1ccc(-c2nc(SCc3ccccc3)n(S(C)(=O)=O)n2)cc1	5	9	4	-5	-1	1	1	11*	2
Cc1csc(NC(=O)CCc2c(C)nc3cc(-c4cccc(F)c4)nn3c2C)n1	12	6	10	2	2	2	1	-2.9	-1
Cc1ccccc1OCc1nc(-c2ccc(NC(=O)c3ccc4c(c3)OCO4)cc2)no1	14	-1	13	-1	17	4	9	-0.3	8
COCCCn1c(SCC(=O)Nc2cccc(C)n2)nnc1-c1ccco1	4	1	0	-18	-4	2	-14	-4.8	-5
CC(=O)/C=C1/C(=O)Nc2ccccc21	0	-4	21	-5	-1	3	8	-1.9	-4
Cc1ccc(S(=O)(=O)N2CCN(C(=O)Cc3c(F)cccc3Cl)CC2)cc1	0	0	-7	2	-2	1	4	0.1	4
CNCC(=O)Nc1ccc(Cl)c(C(F)(F)F)c1	32	-1	9	-3	-4	0	10	1.4	-2
COc1ccc(C2CC(c3ccccc3OC(=O)/C=C/c3ccccc3)=NN2C(C)=O)cc1 (configuration not stated)	2	2	-12	3	10	1	10	0.9	-1
CCOC(=O)C1(Cc2cccc(F)c2)CCN(Cc2cnc(C)s2)CC1	-16	5	2	-4	-4	0	0	-8.0	-7
O=C(O)c1ccc(-n2cccn2)c([N+](=O)[O-])c1	4	-2	-16	12	3	0	1	0.9	-10
COc1ccccc1N1CCN(CCOc2c(OC)cccc2OC)CC1	-2	-2	24	12	-4	2	-6	2.2	-2
COCCn1c(-c2cc(OC)c(OC)c(OC)c2)nc2oc3cc(OC)ccc3c(=O)c2c1=O	3	-2	2	6	3	0	4	-0.1	-4
COc1ccc(-c2nc(/C=C3\C(C)=Nc4ccccc43)c(O)o2)cc1	11	13	-84	-58	-2	0	-27	2.5	-5
N/C(Cc1ccc([N+](=O)[O-])cc1)=N\OC(=O)Cc1ccc(Cl)cc1	-7	-11	8	-16	-8	0	1	2.8	5
CCOC(=O)C1(Cc2ccccc2)CCN(Cc2ccc(COC)o2)CC1	-21	0	3	1	0	0	9	3.2	-2
CCSC1=N/C(=C\c2ccc3c(c2)OCO3)C(=O)S1	13	0	7	-24	6	1	-19	3.0	-2
COc1ccc(CNC(=O)CN(C)S(=O)(=O)c2ccccc2)cc1	-9	5	52*	7	-1	6	5	0.9	-2
CCOC(=O)Cc1csc(NC(=O)CSc2nnc(C(C)C)n2C)n1	-5	0	-8	-3	0	3	4	2.2	-8
COc1ccc(NC(=O)CCS(=O)(=O)c2cc3c(cc2C)NC(=O)CO3)cc1	3	-1	0	-17	-6	0	-4	-2.2	0
COC(=O)[C@H](C)NC(=O)Nc1ccc(OC(F)(F)F)cc1	15	-2	13	-1	-3	4	1	2.4	-4
COC(=O)C(C)Sc1nc2c(c(-c3ccc(OC)cc3)c1C#N)-c1ccccc1C2=O (configuration not stated)	-1	0	2	21	2	4	7	-1.2	-4
c1ccc(Cn2nnnc2C(c2cccs2)N2CCSCC2)cc1 (configuration not stated)	-4	-2	13	7	2	2	-4	1.8	-2
O=C(COc1ccc2c(c1)oc(=O)c1ccccc12)NCC1CCC(C(=O)O)CC1 (configuration not stated)	1	-1	46	-1	3	0	8	3.2	-4
CCCCCn1c(=O)[nH]c2cc(C(=O)N3CCN(Cc4ccc5c(c4)OCO5)CC3)ccc2c1=O	-2	-3	-9	17	9	0	6	1.0	1
Cc1ccc2cc(CN(Cc3ccco3)C(=O)c3ccco3)c3nnnn3c2c1	2	-2	-33	7	5	1	5	0.9	2
CC(C)Oc1ccc(N2CC(C(=O)Nc3ccccn3)CC2=O)cc1 (configuration not stated)	-14	-2	-2	-7	-1	3	6	-1.0	1
Cc1cc(C)c(-n2nnnc2SCC(=O)c2cc3ccccc3o2)c(C)c1	0	2	8	4	13	0	9	0.7	-4

Full records, looked up by structure:
Listed for `Cc1ccc2cc(CN(Cc3ccco3)C(=O)c3ccco3)c3nnnn3c2c1` : GASC-1 inh = 2; CTSL1 counter = -2; VLA-4 inh = -33; procasp7 counter = 7; HCV core dimer = 5; GRK2 aptamer HTS = 1; proCasp3 act = 5; PP5 primary = 0.9; PP1 counter = 2
Listed for `Cc1cc(C)c(-n2nnnc2SCC(=O)c2cc3ccccc3o2)c(C)c1` : GASC-1 inh = 0; CTSL1 counter = 2; VLA-4 inh = 8; procasp7 counter = 4; HCV core dimer = 13; GRK2 aptamer HTS = 0; proCasp3 act = 9; PP5 primary = 0.7; PP1 counter = -4
Listed for `c1ccc(Cn2nnnc2C(c2cccs2)N2CCSCC2)cc1` (configuration not stated) : GASC-1 inh = -4; CTSL1 counter = -2; VLA-4 inh = 13; procasp7 counter = 7; HCV core dimer = 2; GRK2 aptamer HTS = 2; proCasp3 act = -4; PP5 primary = 1.8; PP1 counter = -2

Additional entries:
SMILES	GASC-1 inh	CTSL1 counter	VLA-4 inh	procasp7 counter	HCV core dimer	GRK2 aptamer HTS	proCasp3 act	PP5 primary	PP1 counter
O=c1cc(-c2ccccc2)nc(SCc2ccc(Cl)cc2)[nH]1	8	2	7	-1	6	3	2	-0.3	-1
Cc1cc(=O)c2c(C)nn(-c3ccccc3)c2[nH]1	4	-1	3	16	-1	0	-3	-2.3	-1
CCCCn1c(N)c(N(CC(C)C)C(=O)c2cccc(S(=O)(=O)N3CCN(C)CC3)c2)c(=O)[nH]c1=O	-8	-1	-4	-2	-5	0	4	-0.4	-3
CC1(C)CCc2cc(CN3CCN(c4ccccn4)CC3)ccc2O1	5	1	8	1	-1	0	-4	0.7	1
CSCCC(NC(=O)c1ccc(Cl)cc1Cl)C(=O)OC1CCCCC1=O (configuration not stated)	4	1	8	-1	3	4	10	-0.1	-5
O=S(=O)(NCCNS(=O)(=O)c1cccs1)c1cccs1	13	-1	-1	9	-11	0	-6	2.9	0
CCCn1c(CCC(=O)O)nc2cc(S(=O)(=O)N(CC)CC)ccc21	1	4	20	14	0	2	1	-0.2	-2
CCCN1CCC(N2CCN(c3ccc([N+](=O)[O-])cc3)CC2)CC1	5	2	6	-3	-6	1	-3	3.9	1
O=C(NO)c1ccc(C(=O)N(C2CCCCC2)C2CCCCC2)cc1	-50	-1	-2	13	4	0	-1	-0.5	6
CC(=O)N1CCC(N2CCN(Cc3ccc(C)cc3)C(CCO)C2)CC1 (configuration not stated)	3	-4	4	0	4	0	10	0.9	-6
Cc1ccccc1OCC(=O)OCC(=O)Nc1ccc(N2CCOCC2)cc1	-1	-22	0	11	1	4	0	1.9	-4
CCOC(=O)CN(Cc1ccc(OC)c(OC)c1)S(=O)(=O)c1ccc(OC)cc1	-6	-2	6	5	5	0	2	2.1	-2
